Screening data: PubChem, several laboratories
MC4R antagonist – human MC4R antagonism in cAMP assay | MC4R-expressing cells, MTII-stimulated cAMP, LANCE TR-FRET | inhibition, % at 6.5 µM | 0.48% of 360,000 active | AID 540295;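 active = inhibition above its plate's cutoff, the mean of tested wells on that plate plus 3 SD, cut at about 29% in these data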;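 note: 0% = Melanotan II alone and 100% = Melanotan II plus saturating MCL0020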
Target sequence (P32245 whole entry, looked up): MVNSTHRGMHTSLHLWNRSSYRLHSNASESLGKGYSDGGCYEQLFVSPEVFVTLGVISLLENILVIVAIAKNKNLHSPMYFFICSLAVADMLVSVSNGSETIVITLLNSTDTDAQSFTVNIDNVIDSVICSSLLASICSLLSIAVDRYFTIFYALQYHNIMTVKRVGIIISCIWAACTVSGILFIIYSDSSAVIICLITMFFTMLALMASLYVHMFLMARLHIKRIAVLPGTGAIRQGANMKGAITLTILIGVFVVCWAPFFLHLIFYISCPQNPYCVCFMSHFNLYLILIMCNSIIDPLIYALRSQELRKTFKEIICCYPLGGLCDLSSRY
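Assay system: human MC4R-expressing U2OS cells; reagent: Melanotan II stimulation of cells; dosing: 6.5 µM single dose; timing: compound 30 min, challenge 1 h, detection 1 h; signal: TR-FRET cAMP assay; replicates: one well per compound, no replicates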
aDG glyco up – increases alpha dystroglycan glycosylation | Pro5-aDG cells, alpha-DG glycosylation AlphaScreen (IIH6); 0% Pro5, 100% B10-LARGE cell signal | activation, % at 10 µM | 0.22% of 360,000 active;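 active = activation of at least 8% versus controls, or a plate z-score of at least 8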;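 note: Pro5 are CHO cells carrying HIG-tagged alpha-DG that lacks glycosylation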
MC4R ag barr – activates human MC4R beta-arrestin recruitment | P32245 | U2OS MC4R beta-arrestin complementation, luminescence; percent of melanotan II response, DMSO zero | activation, % at 8.9 µM | 0.98% of 360,000 active;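 active = activation above a per-plate cutoff, the mean activation of sample wells on that plate plus 3 SD, cut at about 8% in these data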
CaV13 ICDI inh – Disruptors of the CACNA1D IQ motif to Ca2+-dependent inactivation inhibitor domain association, primary screening, Förster resonance energy transfer in intact living …; AID 743397; 0.098% of 340,000 active; inhibition, % at 12.3 µM; HEK cells, CFP/YFP FRET ICDI-IQ, plate reader, 10 min; percent FRET-ratio fall versus neutral wells;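 active = mean replicate inhibition of at least 30% and at least 1% of replicates passing that level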;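 note: 0% = median of the neutral control wells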
Vif imaging – blocks HIV Vif function. HEK293T cells, Vif self-association by quenched fluorescence, imaging, 24 h. inhibition, % at 7.49 µM. 0.35% of 340,000 active; in the data active = inhibition above about 50%, passing the limit was not always enough; note: some results filed as inactive read as strong as hits
PDI inh – inhibitors of human protein disulfide isomerase | inhibition, % at 10 µM | P07237 | 0.052% of 350,000 active | PDI insulin aggregation turbidity, A650, 90 min | AID 588391;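 active = mean inhibition across replicates of 30% or more, whatever share of single replicates reach that level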;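 note: absorbance from insulin aggregation driven by PDI reduction with DTT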
Target sequence (P07237 whole entry, looked up): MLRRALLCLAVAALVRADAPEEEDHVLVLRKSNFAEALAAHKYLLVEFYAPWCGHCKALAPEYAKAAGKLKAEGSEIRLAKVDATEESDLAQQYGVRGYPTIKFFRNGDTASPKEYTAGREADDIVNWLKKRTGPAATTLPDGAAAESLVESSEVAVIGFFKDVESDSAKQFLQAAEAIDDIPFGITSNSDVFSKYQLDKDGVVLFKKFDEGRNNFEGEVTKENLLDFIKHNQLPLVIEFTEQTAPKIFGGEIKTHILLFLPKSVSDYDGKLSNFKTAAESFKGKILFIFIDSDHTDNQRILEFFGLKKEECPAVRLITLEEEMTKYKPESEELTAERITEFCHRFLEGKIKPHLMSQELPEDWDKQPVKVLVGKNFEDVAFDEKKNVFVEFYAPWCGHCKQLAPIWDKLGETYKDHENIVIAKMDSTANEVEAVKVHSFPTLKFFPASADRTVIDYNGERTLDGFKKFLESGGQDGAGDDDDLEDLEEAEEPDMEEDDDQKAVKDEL
m5-HT2A agonist – agonists of mouse serotonin 5-HT2A receptor (HTR2A); CHO-K1 mHTR2A beta-arrestin complementation, luminescence; percent of 30 µM serotonin response; 0.66% of 360,000 active; AID 624169; activation, % at 7.6 µM;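 active = activation above a run cutoff, the mean activation of all tested compounds plus 3 SD, cut at about 14% in these data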;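 note: 0% = plate median of compound wells and 100% = 30 µM serotonin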
ABCB6 inh 2 – inhibitors of human ABC transporter ABCB6 | Q9NP58 | fluorescence ratio to DMSO, % at 10 µM | K562-ABCB6 porphyrin accumulation, flow cytometry, 1 h; stronger effect = lower value | 0.19% of 360,000 active;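 active = fluorescence ratio to DMSO below 75%, the collection mean minus 3 SD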;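 note: signal is porphyrin accumulated inside mitochondria; 100% equals median channel fluorescence of DMSO control wells; lower ratio means ABCB6 inhibition with less porphyrin fluorescence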
H9c2 protect – protects H9c2 cardiomyocytes from peroxide injury; H2O2 injury protection, ATPLite, 2 h; protection from H2O2 cell death, % at 20 µM; 0.63% of 360,000 active; AID 588492;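 active = compounds giving at least 50% protection of heart cells from peroxide-induced death in the single-dose screen, raw or plate-pattern-corrected value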;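 note: 0% = DMSO wells with peroxide and 100% = DMSO wells without peroxide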
N-glyco inh – blocks N-linked glycosylation in D54 reporter cells. D54 ERlucT glycosylation luciferase reporter, 24 h; percent of 100 nM tunicamycin response. AID 588692. reporter increase, % at 12.5 µM. 0.23% of 360,000 active;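 active = mean luciferase reporter signal, scaled so untreated is 0 and the glycosylation-blocking control 100, at or above a set limit in every replicate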;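 note: luciferase carries N-glycosylation sites so blocking glycosylation raises the light; 0% = median of neutral control wells and 100% = median of 100 nM tunicamycin wells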
* = called active by the depositor; x = no result given.

SMILES	MC4R antagonist	aDG glyco up	MC4R ag barr	CaV13 ICDI inh	Vif imaging	PDI inh	m5-HT2A agonist	ABCB6 inh 2	H9c2 protect	N-glyco inh
CCOC(=O)c1c(NC(=O)COC(=O)CCOc2ccccc2C)sc(C(=O)NC)c1C	22	0.2	1.7	-6	4	0	-1	96	-10	6
O=C(CN1CCOCC1)Nc1ccc2c(c1)OC(F)(F)O2	1	0.2	-0.8	-15	9	5	2	93	-6	0
CCOC(=O)c1ccc(NC(=O)CSc2nnc(CNC(=O)c3c(F)cccc3Cl)o2)cc1	9	-0.2	-0.8	x	-14	-6	-1	89	-4	0
CC(C)(C)C(=O)Nc1ccc(Sc2ccc([N+](=O)[O-])cc2)cc1	15	0.6	3.7	-4	-6	4	5	95	-13	-6
N=c1occ(C(=O)c2cc(F)ccc2O)cc1C(=O)NC1CCCCC1	8	0.0	-4.3	-5	5	4	1	100	-6	0
Cc1cc(OCC(=O)NCc2ccncc2)ccc1Cl	5	0.6	1.2	7	2	10	6	105	-1	-1
O=C(Nc1nnc(-c2ccc(F)cc2)o1)c1ccco1	7	-0.2	-0.5	-5	15	3	-5	96	-2	0
COCCN(C(=O)CSc1nnc(C)n1-c1ccc(C)cc1)c1c(N)n(Cc2ccccc2)c(=O)[nH]c1=O	4	-0.1	-1.7	-2	-4	-4	8	87	-1	1
Cc1cc(/C=N/Nc2ccc([N+](=O)[O-])cn2)c(C)n1-c1ccccc1	0	-0.5	-2.1	x	2	-6	4	105	-17	-2
O=C(Nc1ccc(-c2nnc(-c3ccco3)o2)cc1)C(c1ccccc1)c1ccccc1	13	0.3	23*	-5	7	-5	-1	93	8	0
Cc1ccc(NC(=O)CSc2nc3c(c(=O)[nH]2)CCCC3)cc1C	0	-0.1	-2.2	-7	0	9	-1	100	-2	4
CC1=C/C(=N\Nc2ccccc2[N+](=O)[O-])CC(C)(C)C1	7	-0.4	-1.1	3	1	-10	2	91	-9	0
Cc1cccc(NS(=O)(=O)c2cccc(C(=O)NCC(c3ccco3)N(C)C)c2)c1 (configuration not stated)	13	-0.3	0.1	-4	-8	8	-11	88	10	0
c1ccc(-c2ccc(CN3CCSCC3)cc2)cc1	-3	0.0	1.2	2	-2	10	1	97	5	2
Cc1onc(-c2ccccc2)c1C(=O)Nc1ccc2c(C)cc(=O)oc2c1	4	0.1	-1.4	-1	13	0	4	103	1	-1
O=C(O)CCCn1cc(NC(=O)c2ccco2)cn1	12	0.1	-2.2	-7	-1	3	6	106	6	0
O=S(=O)(c1cccc(-c2nnc(SCc3ccc(Cl)cc3)o2)c1)N1CCCCC1	-1	-0.2	-1.3	x	-9	3	0	99	-10	-3
CN(CC(=O)Nc1ccc(S(N)(=O)=O)cc1)c1ccccc1	10	-0.2	0.2	1	10	-2	8	87	-2	-2
Cc1nc(N)c(C#N)c(-c2cccnc2)c1C	10	-0.1	0.7	x	0	-2	2	97	-1	-6
COc1ccc(/C=C/C(=O)OCC(=O)NC2CCCC(C)C2C)c(OC)c1 (configuration not stated)	0	-0.1	8.1	-5	-4	-7	2	103	-3	-1
CCOc1ccc(CN(CCC#N)C(=S)NC(=O)c2ccccc2)cc1	-2	1.5	-0.9	-5	4	5	1	98	13	4
O=C(CCc1nc2ccccc2c(=O)[nH]1)Nc1nnc(SCc2ccccc2)s1	-3	-0.1	-1.8	-6	4	0	-6	98	-1	-1
Cc1nc2ccc(C(=O)O)cc2c2c1CC(CN)O2 (configuration not stated)	0	-0.1	-1.9	-6	19	-7	-5	96	7	2
CC1=C(C(=O)N2CCCCCC2)CC(CC(=O)NC2CCCC2)C(=O)N1Cc1ccccc1 (configuration not stated)	x	0.0	x	-6	x	x	12	102	4	2
C#CCNC(=O)C1=C[C@@H](C)[C@H](CCCO)[C@@H](OCC)O1	2	-0.1	1.7	-5	1	-3	6	98	-2	3
Cc1ccccc1NC(=O)CN1C(=O)CSc2ccc(S(=O)(=O)N3CCCC3)cc21	2	-0.1	-2.6	-7	3	13	0	89	3	-1
COc1cc(/C=C2\SC(=Nc3ccccc3)NC2=O)cc(Cl)c1O	16	0.1	4.2	-19	7	-14	-11	105	-2	4
CCn1c(CC(=O)Nc2ccccc2F)nnc1SCC(=O)N1CCOCC1	3	0.2	-2.9	-5	0	-3	0	94	2	-2
COc1ccc(C(=O)N2CCN(c3ccccc3OC)CC2)cc1	-2	-0.5	0.3	3	6	-3	9	96	-1	-3
CC(NC(=O)C(C)N1CCN(S(=O)(=O)c2ccccc2)CC1)c1ccccc1 (configuration not stated)	10	0.2	-0.5	-6	4	19	3	99	-1	-1
COc1ccc(CN2CCN(c3ncccn3)CC2)c(C)c1C	-5	0.0	3.6	-5	-2	-2	34*	97	0	1
CCn1c(-c2cc(OC)ccc2OC)csc1=Nc1c(C)n(C)n(-c2ccccc2)c1=O	4	0.0	-2.1	x	-10	8	9	99	-9	-2
C[C@H](NC(=O)c1ccco1)C(=O)NC1CCCCCC1	7	-0.1	-0.4	-3	2	11	4	96	0	1
O=C(c1ccccc1)c1nn(-c2ccccc2)c2nnc(Cc3ccccc3)c(=O)n12	-3	-0.3	-0.3	-4	-6	18	1	105	5	6
Cc1cc(C)c(S(=O)(=O)N2CCCOC2CNC(=O)C(=O)NCCCn2ccnc2)c(C)c1 (configuration not stated)	8	-0.3	1.1	-3	8	1	4	91	11	3
CCSc1nc(=S)n(-c2ccccc2)c(C)c1C(C)=O	8	-0.1	0.2	-5	0	1	0	98	4	0
COc1cccc(C(=O)NCC(=O)N2CCN(c3ccc(C(F)(F)F)cn3)CC2)c1	2	0.3	-3.5	-6	-24	-2	1	97	-4	-1
O=C1C2(c3ccccc3)CN(CCO)CC1(c1ccccc1)CN(CCO)C2	0	-0.3	-0.9	-1	22	6	-5	102	12	-1
CCN(CC)S(=O)(=O)c1cc(C(=O)Oc2cccc(-c3cnc4ccccc4n3)c2)ccc1Br	10	1.5	-1.5	-5	-4	-7	-6	105	-6	-2
Cc1ccc(CNS(=O)(=O)NCc2ccccc2)cc1	1	0.0	-0.4	-4	10	-9	-3	98	-5	1
CC1CCN(C(=O)c2ccc(S(=O)(=O)N(C)C)cc2)C(C)C1 (configuration not stated)	10	0.0	-2.4	-8	3	-5	1	96	-2	2
COc1ccc2[nH]c3c(c2c1)CCC/C3=N\N	2	0.0	0.5	-5	-6	0	3	86	-3	-2
Cn1nnc2cc(NC(=O)N3CCN(c4ccccn4)CC3)ccc21	6	-0.1	-0.1	-10	-2	0	-1	103	0	4
Cc1ccccc1NC(=O)c1cnn(-c2ccccc2)c1C	-2	-0.1	-0.9	-6	2	11	1	97	-11	-8
COc1cccc(C(C(=O)NC(C)(C)C)N(CCc2ccccc2)C(=O)CCC(=O)Nc2cc(C)on2)c1OC (configuration not stated)	9	-0.1	-0.3	-7	2	2	-7	94	1	8
CCCOc1ccc(N2C(=O)CC(S/C(N)=N/N=C(\C)c3cccs3)C2=O)cc1 (configuration not stated)	1	-0.1	3.5	x	-4	-4	10	87	-5	0
COc1ccc(CNC(=O)COc2cc(O)c3c(c2)OC(C)(C)CC3=O)cc1	3	0.1	-1.8	x	-6	x	2	95	-3	-3
CCc1nc(N)nc(N)c1-c1ccc(Cl)c([N+](=O)[O-])c1	-6	0.3	-0.5	-7	2	17	3	92	-1	-10
Cc1cc(NC(=O)CCC(=O)N(Cc2ccco2)C(C(=O)NC2CCCC2)c2ccccc2)no1 (configuration not stated)	-1	-0.1	-2.1	-2	11	-10	2	94	5	-4
CCN(CC(=O)Nc1ccc2c(c1)OCCO2)CC(=O)Nc1ccc(C)c(S(=O)(=O)N(C)C)c1	1	-0.2	2.5	-14	-4	-1	-4	86	4	2
CCS(=O)(=O)c1ccc2oc(=O)c(/C=C(\O)c3ccc(Cl)cc3)nc2c1	20	-0.2	-1.8	-3	2	1	-2	100	11	0
Nc1nc(CCl)nc(N(c2ccccc2)c2ccccc2)n1	14	-0.2	18*	-2	-2	3	4	107	1	8
Cc1cc2c(=O)n(C)c(SCC(=O)Nc3ccccc3C)nc2s1	9	0.0	1.4	-3	-10	2	11	96	-9	-3
CCc1noc(C)c1C(=O)OCC(=O)Nc1cccc(C)c1	1	0.3	0.0	-6	9	-4	-7	98	2	3
COc1ccc(S(=O)(=O)N2CCCC2CNC(=O)C(=O)Nc2ccc(F)cc2)cc1 (configuration not stated)	-5	0.1	-1.8	-1	1	-9	-5	94	0	0

Entries shown so far that contain an aryl thioether with sulfur outside any ring (9):
SMILES	MC4R antagonist	aDG glyco up	MC4R ag barr	CaV13 ICDI inh	Vif imaging	PDI inh	m5-HT2A agonist	ABCB6 inh 2	H9c2 protect	N-glyco inh
CCOC(=O)c1ccc(NC(=O)CSc2nnc(CNC(=O)c3c(F)cccc3Cl)o2)cc1	9	-0.2	-0.8	x	-14	-6	-1	89	-4	0
CC(C)(C)C(=O)Nc1ccc(Sc2ccc([N+](=O)[O-])cc2)cc1	15	0.6	3.7	-4	-6	4	5	95	-13	-6
COCCN(C(=O)CSc1nnc(C)n1-c1ccc(C)cc1)c1c(N)n(Cc2ccccc2)c(=O)[nH]c1=O	4	-0.1	-1.7	-2	-4	-4	8	87	-1	1
Cc1ccc(NC(=O)CSc2nc3c(c(=O)[nH]2)CCCC3)cc1C	0	-0.1	-2.2	-7	0	9	-1	100	-2	4
O=S(=O)(c1cccc(-c2nnc(SCc3ccc(Cl)cc3)o2)c1)N1CCCCC1	-1	-0.2	-1.3	x	-9	3	0	99	-10	-3
O=C(CCc1nc2ccccc2c(=O)[nH]1)Nc1nnc(SCc2ccccc2)s1	-3	-0.1	-1.8	-6	4	0	-6	98	-1	-1
CCn1c(CC(=O)Nc2ccccc2F)nnc1SCC(=O)N1CCOCC1	3	0.2	-2.9	-5	0	-3	0	94	2	-2
CCSc1nc(=S)n(-c2ccccc2)c(C)c1C(C)=O	8	-0.1	0.2	-5	0	1	0	98	4	0
Cc1cc2c(=O)n(C)c(SCC(=O)Nc3ccccc3C)nc2s1	9	0.0	1.4	-3	-10	2	11	96	-9	-3
